# H9c2 TAG inh – inhibitors of triacylglycerol accumulation, primary screen, cell-based, uHTS, fluorescence, H9c2; H9c2 cells, Nile Red lipid (TAG) fluorescence; cells loaded with 200 µM oleic acid; inhibition, % at 12.5 µM; 0.66% of 230,000 active; AID 651582, 2012;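 active = pattern-corrected inhibition of lipid staining of at least 50% with the nuclear-stain viability signal not falling by more than 50%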;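 also: 0% = DMSO wells and 100% = triacsin C control wells; some results filed as inactive read as strong as hits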
# H9c2 TAG inh DAPI viability – second read-out of H9c2 TAG inh, no call of its own (marks repeat the call); DAPI nuclei signal change (viability), lower = more cytotoxic, %;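 whole-well DAPI fluorescence read on a plate reader as a viability signal; minus 50 percent equals half of cells still viable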
# The depositor's hits bear a star.
SMILES | H9c2 TAG inh | H9c2 TAG inh DAPI viability
O=C(O)c1ccc(NS(=O)(=O)c2ccc3c(c2)OCCCO3)cc1 | -1.7 | -14.3
CCc1nnc(NC(=O)CSc2nnc(-c3ccoc3C)n2-c2ccc(C)cc2)s1 | -1.0 | 7.5
N#Cc1c(N)nc2c3c(sc(=N)c2c1N)NC(=O)CC3c1ccccc1 (configuration not stated) | 17.8 | 18.1
CCNC(=O)NCCc1c[nH]c2ccc(Cl)cc12 | 8.4 | 0.6
CCN1CCN(C(=S)c2ccc(OCC(=O)Nc3ccc(OC)cc3)cc2)CC1 | 16.0 | -0.2
CN(Cc1c(F)cccc1Cl)C(=O)c1ccc(NS(=O)(=O)c2ccc3[nH]c(=O)[nH]c3c2)cc1 | -14.5 | 10.3
O=C(COC(=O)c1ccc(OC(F)F)cc1)Nc1cccc(S(=O)(=O)NC2=NCCC2)c1 | -9.4 | -7.0
CCCc1n[nH]c(=S)n1Cc1ccco1 | 3.9 | 7.4
CC(=O)N1CCN(C(=O)c2cc(C)nc3ccccc23)CC1 | -4.5 | -3.6
CC(=O)[C@@]1(O)Cc2c(O)c3c(c(O)c2[C@H](O[C@H]2C[C@H](N)[C@H](O)[C@H](C)O2)C1)C(=O)c1ccccc1C3=O | -168.7 | -108.3
COC(=O)CSc1nc2ccc(NC(C)=O)cc2s1 | -9.2 | 7.6
CCOc1ccc(C(=O)N[C@H](C(=O)Nc2ccc(OC)c(S(=O)(=O)N3CCOCC3)c2)C(C)C)cc1 | 27.7 | -26.0
COc1ccc(-n2ccc(=O)c3c2CCCC3=O)cc1 | -0.7 | 6.7
COC(=O)c1ccc(NC(=O)CCS(=O)(=O)c2ccc(Br)s2)cc1 | 3.5 | 15.8
Cc1cccc(NC(=O)c2ccc(S(=O)(=O)N(C)C)cc2)c1 | -4.3 | 5.8
COc1ccc(/C=N/S(=O)(=O)c2ccccc2)cc1OC | 8.0 | -9.1
COc1cc(/C=C/C(=O)c2ccc([N+](=O)[O-])o2)ccc1O | 115.6 | -86.8
COc1ccc(/C=C/c2nnc(NC(=O)CSc3ccc(C)cc3)s2)cc1 | 9.1 | 11.2
CC(CCc1ccccc1)NC(=O)c1ccc2nc(N3CCOCC3)sc2c1 (configuration not stated) | 2.0 | 12.7
CCc1ccc(C(=O)Nc2cccc(-c3nn[nH]n3)c2)s1 | 10.1 | -7.5
CCCN(CC(=O)Nc1ccccc1C)C(=O)c1cccc(-n2cnnn2)c1 | 14.1 | -12.5
O=C(CNC(=O)c1cccs1)OCC(=O)c1ccc(Br)cc1 | 8.0 | 0.3
COc1ccc(O)c(/C=N/Nc2nc(Nc3ccccc3)nc(-n3nc(C)cc3C)n2)c1 | 127.5 | -52.1
CN1C(C)(C)CC(NC(=O)CCC(=O)NC2CC(C)(C)N(C)C(C)(C)C2)CC1(C)C | -3.6 | 6.0
CC(On1c(-c2ccccc2)nc2ccc(Cl)cc21)C(=O)O (configuration not stated) | 2.2 | 8.8

# Overlap with the part before: 5 entries, followed by the next part.
SMILES | H9c2 TAG inh | H9c2 TAG inh DAPI viability
CCCN(CC(=O)Nc1ccccc1C)C(=O)c1cccc(-n2cnnn2)c1 | 14.1 | -12.5
O=C(CNC(=O)c1cccs1)OCC(=O)c1ccc(Br)cc1 | 8.0 | 0.3
COc1ccc(O)c(/C=N/Nc2nc(Nc3ccccc3)nc(-n3nc(C)cc3C)n2)c1 | 127.5 | -52.1
CN1C(C)(C)CC(NC(=O)CCC(=O)NC2CC(C)(C)N(C)C(C)(C)C2)CC1(C)C | -3.6 | 6.0
CC(On1c(-c2ccccc2)nc2ccc(Cl)cc21)C(=O)O (configuration not stated) | 2.2 | 8.8
Cc1ccc(S(=O)(=O)NCc2cn3ccsc3n2)c(C)c1 | -6.1 | 2.2
CCN(c1cccc(C)c1)S(=O)(=O)c1cc2c3c(c1)CCC(=O)N3CCC2 | -1.9 | 4.2
Cc1ccc(NC(=O)CCC(=O)NNC(=O)c2ccccc2Cl)c(C)c1 | 3.2 | -3.3
Cc1cc(Cl)ccc1OCCCC(N)=O | 5.5 | 7.3
Cc1nc2ccccc2c2oc(C(=O)NCc3ccc4c(c3)OCO4)cc12 | -0.1 | 3.0
Cc1c(N2C(=O)/C(=C\C3CC=CCC3)SC2=S)c(=O)n(-c2ccccc2)n1C (configuration not stated) | -5.8 | -0.6
COCCNC(=O)c1cc2c(-c3ccccc3F)nn(C)c2s1 | 18.2 | 2.3
COc1ccccc1C(=O)n1nc(-c2ccc(Cl)cc2)nc1N | 0.6 | -0.3
COc1ccc(NC(=O)COc2cccc3c2OC(C)(C)C3)cc1OC | -18.8 | 0.2
O=C(CCCCO)CCCCCCCC[C@H]1N[C@H](CO)[C@H](O)[C@@H]1O[C@@H]1O[C@H](CO)[C@@H](O)[C@H](O)[C@H]1O | 2.6 | -16.9
Cc1ccc(C2NC(=S)NC3=C2C(=O)CCC3)cc1 (configuration not stated) | -11.4 | 6.2
CC(Oc1ccccc1Cl)C(=O)Nc1ccc(S(=O)(=O)Nc2nccs2)cc1 (configuration not stated) | 6.2 | -2.7
CC(NC(=O)Cn1cc([N+](=O)[O-])cn1)c1ccc(C(C)(C)C)cc1 (configuration not stated) | 2.2 | -9.3
CC(=O)c1ccc2cc3c(cc2c1)OCO3 | -10.6 | -5.2
Cn1c(SCC(=O)NC(=O)NCc2ccccc2)nnc1C(F)(F)F | -8.9 | 11.9
COc1cc2c(cc1NC(=O)c1ccccc1-c1ccccc1C(=O)O)-c1ccccc1C2 | 6.5 | 5.2
Cc1csc(=O)n1CCC(=O)OCC(=O)N(CC(C)C)c1c(N)n(Cc2ccccc2)c(=O)[nH]c1=O | -2.1 | -7.8
CC1CCCC(NC(=O)CN2CCN(S(=O)(=O)c3ccc(Br)s3)CC2)C1C (configuration not stated) | -0.6 | -2.2
C/C(=N\Nc1ccc(Cl)c(C(=O)O)c1)c1ccccn1 | 7.6 | 4.1
CCc1c(C)nc2ncnn2c1N1CCN(S(=O)(=O)c2ccc(OC)cc2)CC1 | -14.4 | 1.9
CSc1nc2ncncc2[nH]1 | -15.7 | 3.7
Cc1cccc(C)c1NC(=O)Nc1nc(C(N)c2ccccc2Cl)cs1 (configuration not stated) | 4.2 | -5.0
O=C(OCc1c(Cl)cccc1Cl)c1cnccn1 | -22.4 | -0.3
CCCN(CCC)CCCNC(=O)CN1C(=O)CSc2ccc(S(=O)(=O)N3CCOCC3)cc21 | 15.1 | -5.2
CC(Oc1ccc([N+](=O)[O-])cc1)C(=O)NCC1CCCO1 (configuration not stated) | -6.3 | -0.7

# (next part)
SMILES | H9c2 TAG inh | H9c2 TAG inh DAPI viability
CCCOC(=O)c1ccc(Oc2cn[nH]c2-c2ccc(OCC)cc2O)cc1 | -68.2 | -4.6
Cc1nc2cc(Cl)c(Cl)cc2n1-c1ccccn1 | -24.9 | -1.4
Cc1nn(C)cc1S(=O)(=O)N1CCN(c2ccccc2F)CC1 | 1.0 | 6.3
CCCCCCCN1C(N(C)C)=NC[C@@H]1Cc1ccccc1 | -14.0 | 20.9
O=C(c1cc2nc(C3CC3)cc(C(F)F)n2n1)N1CCOCC1 | 18.6 | -10.8
O=C(N/N=C/c1ccsc1)c1cc(O)cc(O)c1 | 13.1 | -6.0
CN1CCN(C(=O)CCN2C(=O)/C(=C\c3ccc(Cl)cc3Cl)SC2=S)CC1 | 23.1 | -19.3
O=C(NC(=O)c1ccccc1)OCC(F)(F)F | -2.8 | 3.6
COc1ccc(S(=O)(=O)NCC2CCCN(C(=O)c3cccnc3)C2)cc1 (configuration not stated) | -11.3 | -4.3
O=C(Nc1ccc(Br)cc1)c1ccc(N2C(=O)C3CC=C(Cl)CC3C2=O)cc1 (configuration not stated) | 2.1 | -1.2
CCNC(=S)Nc1ccc2c(c1)c(=O)n(C)n2-c1ccc(C(C)(C)C)cc1 | 19.1 | 28.5
CN(C)c1ccc(C(=O)Nc2cccc(S(=O)(=O)NC3=NCCCCC3)c2)cc1 | 5.3 | 0.7
N=C(N)N1CCc2ccccc21 | -0.4 | -2.1
COc1ccccc1CN1CCN(Cc2nc(-c3cccs3)no2)CC1 | -12.1 | 9.1
CCn1nc(CC(C)C)cc1C(=O)N1CCCC(Nc2ccc(F)cc2)C1 (configuration not stated) | -19.4 | -0.8
O=C(c1ccc(CS(=O)(=O)c2ccc(Br)cc2)o1)N1CCOCC1 | -5.4 | 2.0
COc1ccccc1NC(=O)CN1CCN(c2ccccc2)CC1 | -55.3 | -3.0
Cc1csc(NC(=O)CSc2nc3sc(C)c(C)c3c(=O)[nH]2)n1 | -13.4 | 17.1
O=C(CSc1nnnn1Cc1ccccc1)c1ccc(F)cc1 | 0.5 | -4.6
FC(F)(F)c1cc(N2CCNCC2)c2ccccc2n1 | 0.0 | -7.5
NC(=O)c1ccc(NC(=O)CNC(=O)c2sc3ccccc3c2Cl)cc1 | 16.5 | -2.4
CSc1nc(N(C)NC(=O)c2ccc(Cl)cc2)c2ccccc2n1 | 64.9* | -33.2*
COc1cccc(NC(=O)c2ncn[nH]2)c1 | 5.1 | -5.5
Cn1cccc1/C=C1\SC(=Nc2ccc(O)cc2)NC1=O | 42.6 | -19.5
O=C(O)c1ccccc1N1C(=O)C2C3CCC(C3)C2C1=O (configuration not stated) | 1.4 | -3.1

# (listing goes on)
structure,H9c2 TAG inh,H9c2 TAG inh DAPI viability
Cc1ccccc1Nc1nc2ccccc2n1C(C)C,-11.4,0.8
ClC1(Cl)CC1Cn1c(C2CC2)nc2ccccc21 (configuration not stated),13.1,-11.5
CN(CC(=O)Nc1ccc(C(N)=O)cc1)CC(=O)Nc1ccccc1Cl,0.6,-3.7
O=C1NC2(CCCc3ccccc32)C(=O)N1Cc1nnc(-c2ccccc2Br)o1 (configuration not stated),16.3,-11.2
Cc1ccccc1NC1=NC(=S)N(CC(N)=O)C12CCOC(C)(C)C2 (configuration not stated),9.0,1.7
O=C(c1cc2ccccc2oc1=O)N1CCSC1c1ccco1 (configuration not stated),-29.2,0.4
C=CCn1c(SCC(=O)O)nnc1-c1cccs1,-27.9,7.6
CNC(=O)c1c(NC(=O)c2nc3ccccc3s2)sc2c1CCC2,9.8,10.7
COc1ccccc1C(CNC(=O)c1ccc(NS(=O)(=O)c2ccc3c(c2)OCCO3)cc1)N(C)C (configuration not stated),6.0,1.9
CCN1C(=NCc2cc(OC)c(OC)c(OC)c2)N[C@@H](c2cccc(C(F)(F)F)c2)C(C(=O)OC)=C1C,1.5,4.4

# Going on with the list:
structure,H9c2 TAG inh,H9c2 TAG inh DAPI viability
COc1cccc(N2CCN(C(=O)CN(C)S(=O)(=O)c3ccc4c(c3)c(=O)n(C)c(=O)n4C)CC2)c1,-0.1,-6.0
CN1C=CC(=O)[C@@H](O)[C@H]1c1ccccc1Br,13.5,-1.0
COC(=O)CCCNS(=O)(=O)c1ccc2ccccc2c1,1.5,-2.0
CCN(CC)C(=O)Cn1cc(SCC(=O)NC2CCCCC2)c2ccccc21,-15.1,8.6
Cc1ccccc1S(=O)(=O)N(C)C[C@@H]1OCc2cn(nn2)CCCC(=O)N([C@H](C)CO)C[C@H]1C,2.4,15.3
CCNC(=O)C1(C)CCCN(Cc2csc(-c3ccccc3)n2)C1 (configuration not stated),-10.2,9.9
O=C1CCCCN1CCC(=O)N1CCCC(N2CCN(c3cccc(Cl)c3)CC2)C1 (configuration not stated),14.3,-3.3
O=C(CC1SC(N2CCCCC2)=NC1=O)Nc1ccc(C(=O)Nc2ccccc2)cc1 (configuration not stated),9.5,5.1
C=CCN(CC=C)C(=O)c1ccc(OC2CCN(S(=O)(=O)N(C)C)CC2)cc1,-8.4,1.1
COc1ccc(Cc2nc3ccc(C(=O)NCC4CCOCC4)cc3o2)cc1OC,17.9,-3.8

# Going on with the list.
structure,H9c2 TAG inh,H9c2 TAG inh DAPI viability
CC(SCc1ccccc1)C(=O)Nc1ccc2c(c1)OCO2 (configuration not stated),11.6,-14.9
COc1ccc(CCNC(=O)CSc2nc(-c3ccc(OC)c(OC)c3)ccc2C#N)cc1,4.9,96.2
Cc1ccn2c(=O)nc(SCC(=O)N3CCC(Cc4ccccc4)CC3)nc2c1,8.6,0.0
C=CCc1cccc(/C=N/n2c(C)nnc2C)c1O,-1.5,-12.7
CC(C)NC(=O)Cc1ccc(Br)cc1,1.6,23.4
CC(C)(C)NC(=O)c1ccc(Cn2cc(C(F)(F)F)ccc2=O)cc1,7.0,-2.4
Cc1ccc(OCc2cc(C(=O)N3CCN(C4CCCC4)CC3)no2)cc1C,-27.6,14.3
CCOC(=O)C(Cc1c(F)cccc1Cl)c1ccno1 (configuration not stated),8.9,-16.2
Cc1nc(NCCCO)c(C#N)c2c1COC(C)(C)C2,1.0,10.6
S=c1nc(-c2sccc2OCc2ccc(Cl)cc2Cl)[nH][nH]1,9.7,5.2

# Continued:
structure,H9c2 TAG inh,H9c2 TAG inh DAPI viability
Cc1cc(N2C(=O)c3ccccc3C2=O)n(C)n1,2.1,0.2
CN(C)c1cccc2c1c(NC(=O)Nc1ccc(F)cc1F)nn2C,14.2,0.0
N=c1c(C(=O)NCc2ccco2)cc2c(=O)n3ccccc3nc2n1CC1CCCO1 (configuration not stated),4.6,17.5
CCOn1c(=O)c(C)[n+]([O-])c2ccccc21,-7.4,-7.9
COc1ccc(/C=C2\CCCc3c2nc2ccc(C)cc2c3C(=O)O)cc1O,16.9,-5.9
CN(CC(=O)Nc1ccc(Cl)cc1)C(=O)c1ccc(NS(=O)(=O)c2ccc3[nH]c(=O)[nH]c3c2)cc1,22.7,-22.4
COC(=O)CN1C(=O)[C@H]2[C@@H](C3CC3)N3C(=O)CN(Cc4ccccn4)C(=O)[C@@]3(Cc3ccccc3)[C@H]2C1=O,-9.5,2.1
COCCCn1c(C(=O)N2CCOCC2)cc2c(=O)n3ccccc3nc21,-0.7,24.1
COc1ccc(OC)c(S(=O)(=O)Nc2cccc3ccc(O)cc23)c1,-10.6,-2.7
O=C(COC(=O)/C=C/c1ccc(F)cc1)NCC1CCCO1 (configuration not stated),0.3,5.2
CCOC(=O)C1=C(CSc2nc(CC)c(C)cc2C#N)OC(N)=C(C#N)C1c1ccccc1 (configuration not stated),-8.7,6.3
COc1cccc(/C=C/C(=O)Nc2ccc3c(c2)OCCO3)c1OC,6.6,1.8

# This is a subset; count on the stated rates, not on these rows.
